mIAP activ: activators of mouse IAP, primary screen, biochemical, luminescence, uHTS | muIAP, CDP-Star luminescence, 30 min; hits give high values; 1 = vehicle-only enzyme signal, 0 = enzyme-free wells | activation factor at 10 µM | 0.24% of 330,000 active;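 active = activation factor of at least 2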; also: the source names both 10 and 20 µM as test concentration; values of inactives mirror those of a sister screen read the other way
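Assay system: mouse IAP enzyme; reagent: chemiluminescent substrate CDP-Star; dosing: test compounds delivered from DMSO solution; schedule: 30 min at room temperature; measured by: luminescence from enzymatic CDP-Star hydrolysis; controls: DMSO-only wells and no-enzyme negative control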
hIAP act: human IAP activators, primary screen, biochemical, luminescence, uHTS. AID 2524, 2010. 0.16% of 330,000 active. activation factor at 10 µM. purified human IAP, CDP-Star luminescence, 30 min; hits give high values; 1 = vehicle-only enzyme, 0 = enzyme-free background;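 active = activation factor of the enzyme at least 2-fold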; also: the source names both 10 and 20 µM as test concentration; values of inactives mirror those of a sister screen read the other way
A3A deaminase: APOBEC3A ssDNA deaminase inhibitors, primary screen, selectivity assay for APOBEC3G inhibitor project, biochemical, FAM/TAMRA oligo cleavage fluorescence; recombinant A3A, FAM/TAMRA ssDNA deamination fluorescence; 0.41% of 330,000 active; inhibition, % at 20 µM; DNA dC->dU-editing enzyme APOBEC-3A (Homo sapiens), P31941;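 active = at least 40% inhibition at 20 µM here, with at most 30% in a related deaminase screen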;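 also: plate controls were A3A with DMSO for no effect and wells lacking A3A enzyme for full effect; some results filed as inactive read as strong as hits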
ATG4B inhibitor: ATG4B protease inhibitors, primary screen, biochemical, fluorescence, uHTS; Cysteine protease ATG4B (Homo sapiens), Q9Y4P1; ATG4B cleavage of LC3-PLA2, NBD-HPC fluorescence, 1 h; inhibition, % at 8.33 µM; 0.51% of 340,000 active; AID 504462, 2011; in the data active = inhibition above about 40%
PfG6PD inh: PfG6PD enzyme inhibitors, primary screen, biochemical, fluorescence intensity, uHTS; PfGluPho enzyme, NADPH resazurin-diaphorase fluorescence; inhibition, % at 20 µM; 0.78% of 350,000 active;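 active = inhibition reaching at least a set limit at 20 µM in the primary screen, cut at about 59% in these data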;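 also: 0% = DMSO wells with substrate and 100% = DMSO wells lacking glucose-6-phosphate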
HKDC1 inhibitor: HKDC1 hexokinase inhibitors, primary screen, biochemical, fluorescence, uHTS | recombinant HKDC1, G6PDH/diaphorase resazurin coupled fluorescence | inhibition, % at 20 µM | 0.16% of 340,000 active | AID 493160, 2011;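 active = inhibition above about 35% when tested at 20 µM, limit read from the data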;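 also: plate controls were DMSO wells with enzyme for no effect and DMSO wells lacking enzyme for full effect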
Target sequence (Q2TB90 whole entry, looked up): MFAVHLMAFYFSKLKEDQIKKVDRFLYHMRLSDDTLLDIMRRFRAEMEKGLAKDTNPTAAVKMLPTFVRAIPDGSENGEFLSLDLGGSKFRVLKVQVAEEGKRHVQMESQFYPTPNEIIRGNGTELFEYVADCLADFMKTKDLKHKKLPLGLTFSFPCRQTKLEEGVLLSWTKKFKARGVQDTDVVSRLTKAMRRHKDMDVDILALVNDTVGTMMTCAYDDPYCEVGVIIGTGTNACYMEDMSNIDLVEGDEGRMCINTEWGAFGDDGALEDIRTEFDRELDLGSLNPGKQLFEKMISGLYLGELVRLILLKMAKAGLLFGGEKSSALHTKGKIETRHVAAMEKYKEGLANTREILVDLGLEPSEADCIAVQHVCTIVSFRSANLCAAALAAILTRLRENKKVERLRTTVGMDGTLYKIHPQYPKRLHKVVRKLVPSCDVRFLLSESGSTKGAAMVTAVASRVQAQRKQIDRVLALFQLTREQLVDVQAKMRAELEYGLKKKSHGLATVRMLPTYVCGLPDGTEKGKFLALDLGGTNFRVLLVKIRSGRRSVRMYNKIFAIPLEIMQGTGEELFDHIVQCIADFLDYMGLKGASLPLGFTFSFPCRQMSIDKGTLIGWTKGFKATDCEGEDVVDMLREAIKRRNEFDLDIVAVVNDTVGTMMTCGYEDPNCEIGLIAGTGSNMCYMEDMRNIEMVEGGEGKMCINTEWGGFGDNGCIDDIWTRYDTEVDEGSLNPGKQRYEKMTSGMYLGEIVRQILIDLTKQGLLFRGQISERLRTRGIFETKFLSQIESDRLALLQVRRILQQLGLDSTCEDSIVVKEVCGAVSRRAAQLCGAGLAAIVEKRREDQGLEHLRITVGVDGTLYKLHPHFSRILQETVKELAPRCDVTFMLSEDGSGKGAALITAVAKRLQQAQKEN
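Material – in-house recombinant HK5 (HKDC1) enzyme · Quantity – HKDC1 at 5 µg/mL · Buffer or medium – pH 8.0 Tris buffer with 10 mM MgCl2 · Reagent – glucose with 1 mM ATP · Dosing – single 20 µM dose · Times – reaction time 90 min, room temperature, protected from light · Technique – resorufin fluorescence at 613 nm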
hIAP inh: human IAP inhibitors, primary screen, biochemical, luminescence, uHTS. purified IAP, CDP-Star luminescence, 30 min. inhibition, % at 10 µM. 0.12% of 330,000 active. AID 2544, 2010;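 active = inhibition reaching a set limit with compound at 10 µM in the primary screen, cut at about 35% in these data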;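 also: plate controls were DMSO wells with enzyme for no effect and no-enzyme buffer wells for full effect; values of inactives mirror those of a sister screen read the other way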
mIAP block: inhibitors of mouse IAP, primary screen, biochemical, luminescence, uHTS. intestinal alkaline phosphatase [Mus musculus]. purified mouse IAP, CDP-Star luminescence, 30 min. 0.2% of 330,000 active. AID 2806, 2010. inhibition, % at 10 µM;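 active = inhibition of at least 40% at 10 µM in the primary screen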;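 also: plate controls were DMSO with enzyme for no effect and no enzyme wells for full effect; values of inactives mirror those of a sister screen read the other way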
Active calls of the source: *; . = no result given.

cpd	mIAP activ	hIAP act	A3A deaminase	ATG4B inhibitor	PfG6PD inh	HKDC1 inhibitor	hIAP inh	mIAP block	structure
1	0.96	1	2	-10	2	-4	-5	4	c1ccc(-c2cnc(SCCN3CCOCC3)n2CC2CCCO2)cc1 (stereo not given)
2	0.98	0.88	3	-4	-11	9	12	2	COCn1ccnc1C(O)(c1ccc(OC)cc1)c1ccc(OC)cc1
3	1	1.1	6	-15	7	-3	-9	-1	CCOC(=O)[C@@H]1[C@H]2COc3cc(OC)ccc3[C@@H]2N2C(=O)N(c3ccc(Br)cc3)C(=O)[C@@]12C
4	0.92	1	-4	9	-13	0	0	8	Cc1ccc(S(=O)(=O)NC2CCCCCC2)cc1C(N)=O
5	0.97	1.1	-3	8	-10	-4	-9	3	Cc1ccccc1N(C(=O)CNC(=O)c1ccco1)C(C(=O)NC1CCCCC1)c1ccncc1 (stereo not given)
6	1	1.1	-5	-1	-4	9	-8	-1	COc1ccc(-c2cc(C(=O)N3CCCCCC3)c3ccccc3n2)cc1
7	0.95	0.85	-7	-1	50	-3	15	5	O=C(CCC(=O)N1CCN(c2ccc(O)cc2)CC1)c1cccs1
8	1	1.1	0	2	8	-10	-11	-1	O=C(Cn1nnc2ccccc2c1=O)N[C@H](C(=O)O)c1ccccc1
9	0.99	0.8	-2	-2	1	-11	20	1	CN1CCN(C(=O)c2ccc(Cl)c(S(=O)(=O)N3CCCCC3)c2)CC1
10	1	1	-1	-12	-1	3	-1	-1	C=CCNC(=O)C1CC(=O)N(c2ccc(Br)cc2)C1 (stereo not given)
11	1	0.87	1	-8	-14	3	13	0	Cc1ccc(NS(=O)(=O)c2ccc3[nH]c(=O)c(=O)[nH]c3c2)cc1Cl
12	1	1.1	-2	-5	-8	-12	-9	-3	COc1ccccc1CN1C2CCCC1CC(NC(=O)/C=C/c1ccccc1)C2 (stereo not given)
13	0.98	0.74	-3	2	26	1	26	2	COc1cc(OC)cc(-c2nc3cc(C)ccc3o2)c1
14	1.1	1.1	2	-4	18	10	-12	-10	COc1ccc(OC)c(NC(=O)Cc2coc3ccc4ccccc4c23)c1
15	1.1	1	-9	11	-7	2	-2	-11	Cc1cc(C(=O)COc2ccc(Cl)cc2Br)c(C)n1C
16	0.94	0.88	0	-10	7	-2	12	6	CCOC(=O)[C@@H]1[C@H]2COc3cc(OC)ccc3[C@@H]2N2C(=O)N(c3ccc(Cl)cc3)C(=O)[C@]12C
17	0.92	0.87	-2	-11	-5	0	13	8	CCCN1CCN(C(=O)C(C)n2nc(C)c3sc4ccccc4c3c2=O)CC1 (stereo not given)
18	0.97	0.76	0	-24	12	-3	24	3	COc1ccc(-c2csc(NC(=O)[C@H](C)N3C(=O)C4CC=CCC4C3=O)n2)cc1OC (stereo not given in full)
19	0.96	1.5	3	3	-8	1	-46	4	CCCCCCCCSc1nnc2[nH]c(=O)cc(N)n12
20	0.96	1.2	0	36	7	-6	-19	4	Clc1ccc(-c2cc(-c3nnc4n3CCCCC4)c3ccccc3n2)cc1
21	0.92	0.8	-1	.	.	.	20	8	CCOc1ccc(C2C(C(=O)C3CC3)N3C=C(C#N)C=CC3C2(C#N)C#N)cc1 (stereo not given)
22	0.93	0.94	-2	-7	-4	3	6	7	COc1ccc(CN2CCN(C(=O)Cn3c(=O)oc4cc(Cl)ccc43)CC2)c(OC)c1OC
23	0.93	0.9	-3	-12	2	6	10	7	CCOC(=O)CCCSc1nnc(CCCCCN2C(=O)c3cccc4cccc(c34)C2=O)o1
24	0.97	1.1	-6	-11	-12	-3	-14	2	CCOC(=O)C(=O)Cc1nc2ccccc2s1
25	1	1.2	-3	-10	6	1	-19	-2	CCN(CC)CCCNC(=O)C(C)n1nc(C)c2sc3ccccc3c2c1=O (stereo not given)
26	0.86	0.94	1	-1	-13	-3	6	14	CC1CC(C)CN(CC(=O)c2cccs2)C1 (stereo not given)
27	1	0.97	-2	6	-9	2	3	0	COCc1cc(Sc2c(Cl)cccc2Cl)nc(-c2ccccc2)n1
28	0.95	1	0	0	1	-5	-2	5	O=C(c1cnc(N2CCN(c3ncccn3)CC2)c2ccccc12)N1CCN(c2ccccn2)CC1
29	0.98	1.1	-5	-9	-8	8	-11	2	Cc1cc(C(=O)NNC(=O)c2ccc(S(=O)(=O)N(C)C)cc2)c(C)o1
30	1	1	-4	29	-8	-2	-5	-2	COc1ccc(N(CC(=O)NCc2ccc(F)cc2)C(=O)c2snc(C(N)=O)c2N)cc1

Arranged by SMILES length (smallest number first): part of the list above.
cpd	mIAP activ	hIAP act	A3A deaminase	ATG4B inhibitor	PfG6PD inh	HKDC1 inhibitor	hIAP inh	mIAP block	structure
26	0.86	0.94	1	-1	-13	-3	6	14	CC1CC(C)CN(CC(=O)c2cccs2)C1 (stereo not given)
25	1	1.2	-3	-10	6	1	-19	-2	CCN(CC)CCCNC(=O)C(C)n1nc(C)c2sc3ccccc3c2c1=O (stereo not given)
23	0.93	0.9	-3	-12	2	6	10	7	CCOC(=O)CCCSc1nnc(CCCCCN2C(=O)c3cccc4cccc(c34)C2=O)o1

(cont.)
cpd	mIAP activ	hIAP act	A3A deaminase	ATG4B inhibitor	PfG6PD inh	HKDC1 inhibitor	hIAP inh	mIAP block	structure
31	0.99	1	4	3	2	1	-3	1	CCC(C)NC(=O)c1cc2c(=O)n3ccccc3nc2s1 (stereo not given)
32	1.1	0.97	-3	-4	5	-3	3	-6	CCc1ccccc1NC(=O)CSc1nnc(C2CC2)n1CC1CCCO1 (stereo not given)
33	0.97	1.1	2	-5	9	-1	-7	3	CCOC(=O)c1c(NC(=O)Cn2cnc([N+](=O)[O-])n2)sc2c1CCCC2
34	0.97	1.1	-1	0	-12	-3	-6	3	O=C(Nc1nccs1)c1ccc(Br)c(S(=O)(=O)N2CCCC2)c1
35	0.96	0.94	0	3	-15	2	6	4	CN(Cc1ccccc1)C(=O)c1ccc2c(c1)OCO2
36	0.98	1.1	-1	-11	-9	-5	-9	2	CCn1c(SCC(=O)NCCc2ccccc2)nnc1-c1cccs1
37	0.9	0.94	-7	11	-4	-10	6	10	CCc1ccc(/C=C2\SC(=S)N(CCC(=O)Nc3cc(C)on3)C2=O)cc1
38	0.98	1	-1	-9	5	1	-3	2	CC1(C)O[C@@H]1COc1c2ccoc2cc2oc(=O)ccc12
39	0.95	0.85	0	-2	-2	-3	15	5	O=C(NCc1ccco1)c1ccc2snnc2c1
40	0.96	1.1	-4	-14	-5	-6	-9	4	CCOC(=O)Cc1cnc(NC(=O)c2ccccc2)s1
41	0.91	1.1	1	-6	10	-14	-11	9	O=C(Nc1cccc(S(=O)(=O)NC2=NCCC2)c1)C1CCC1
42	1	1.1	-1	-10	17	-3	-12	-3	COc1cccc(C(=O)Nc2cccc(NC(=O)c3ccccc3Cl)c2)c1
43	0.85	0.98	1	12	0	2	2	15	c1ccc2c(c1)nnn2CNc1nccs1
44	0.9	0.77	-1	-7	35	-4	24	10	COC(=O)c1cccc(NC(=O)c2cc3ccccc3o2)c1
45	0.96	1.1	-5	-6	7	-8	-9	4	COc1cccc(C(=O)Nc2ccc(N3CCN(S(C)(=O)=O)CC3)cc2)c1
46	1.1	1.1	1	-4	-5	-7	-10	-5	Cc1cccc(C(=O)NCCc2ccc(S(N)(=O)=O)cc2)c1[N+](=O)[O-]
47	1	0.94	0	-11	-1	-4	6	-4	O=C(CSc1ncnc2ccccc12)NCC(=O)c1ccccc1
48	0.97	0.99	-1	-3	-10	-8	1	3	CCOC(=O)C1CCCN(S(=O)(=O)CCNC(=O)c2ccccc2)C1 (stereo not given)
49	1	0.99	2	-6	-1	11	1	-1	COc1cc(/C=N/n2cnnc2)ccc1OCCSc1ccc(C)cc1
50	1	1.1	3	7	-8	-2	-8	-4	Cc1cccc(Cn2ccc(N)n2)c1
51	1	1	-4	-4	-16	8	0	0	CC(C)(C)/C=N/NC(=O)CNC(=O)c1ccc2c(c1)OCCO2
52	0.92	0.97	-4	-14	0	-1	3	8	COC(=O)[C@]1(C)CCC[C@@]2(C)C3CC[C@@]4(C)C[C@]3(CCC21)CC4=NO (stereo not given in full)
53	0.83	1.1	0	-8	-1	-4	-13	16	O=C(/C=C/c1ccco1)NC(=S)Nc1cc(C(F)(F)F)ccc1N1CCOCC1
54	0.96	0.96	-1	-4	1	-7	4	4	COc1ccc(C(CNC(=O)c2ccc(NS(=O)(=O)c3cccc([N+](=O)[O-])c3)cc2)N2CCOCC2)cc1 (stereo not given)
55	1	1	-5	-6	-4	-7	0	-4	CC(=O)NC(Cc1ccc(C)cc1)C(=O)NC1CCN(C(=O)NCc2ccccc2)CC1 (stereo not given)
56	0.95	0.82	0	6	-2	1	18	5	Cc1ccc2[nH]c(=O)c(CN(Cc3cccnc3)C(=S)NCCCN(C)C)cc2c1
57	1	1	7	2	-3	-10	-5	-3	O=C(C1CCC(=O)N1Cc1ccccc1Cl)N1CCN(c2ccc(F)cc2)CC1 (stereo not given)
58	0.99	1	4	1	-2	-4	-3	1	Fc1ccc(/C=N/N2CCOCC2)c(F)c1
59	1	1.2	-3	-8	-8	1	-16	0	COc1ccc(OC)c(C2C(C(C)=O)=C(O)C(=O)N2CCc2ccc(OC)c(OC)c2)c1 (stereo not given)
60	0.96	1.1	-2	-4	-53	7	-6	4	Cc1cc(NS(=O)(=O)c2ccc(NC(=S)NC(=O)c3ccc(Cl)cc3Cl)cc2)no1
61	0.89	0.84	-1	.	.	.	16	11	NS(=O)(=O)c1ccc(-c2ccc(/C=C3\C(=O)Nc4ccccc43)o2)cc1

Entries of single compounds, quoted from the list.
Results for CCc1ccccc1NC(=O)CSc1nnc(C2CC2)n1CC1CCCO1 (stereo not given) → mIAP activ: 1.1; hIAP act: 0.97; A3A deaminase: -3; ATG4B inhibitor: -4; PfG6PD inh: 5; HKDC1 inhibitor: -3; hIAP inh: 3; mIAP block: -6
Results for COc1cccc(C(=O)Nc2ccc(N3CCN(S(C)(=O)=O)CC3)cc2)c1 → mIAP activ: 0.96; hIAP act: 1.1; A3A deaminase: -5; ATG4B inhibitor: -6; PfG6PD inh: 7; HKDC1 inhibitor: -8; hIAP inh: -9; mIAP block: 4

Values by screen from above.
Nos. 57 to 61 in A3A deaminase, in turn: 7, 4, -3, -2, -1
